BH1578 lux ind: induces V. cholerae light production without autoinducers. 350,000 tested, 0.16% active. V. cholerae BH1578 lux reporter, luminescence, 6 h. AID 588436. activation, % at 18.7 µM; in the data active = activation mostly above about 9.7%, no sharp cut-off; also: not every result past the cut was called active; inactives centre near 0; reference of the scale not given here
Anthrax LF inh2: inhibitors of Bacillus anthracis lethal factor protease; P15917; multiplex microsphere protease cleavage assay, LF; inhibition, % at 10 µM; 360,000 tested, 0.12% active; AID 588501; in the data active = inhibition above about 30%; also: plate controls were buffer without enzyme for full effect and enzyme alone for no effect
PriA SSB inh: blocks PriA binding to SSB C-terminal tail. AID 1272365. AlphaScreen SSBct-PriA binding, biotinylated peptide. 430,000 tested, 0.6% active. inhibition, % at 33 µM; in the data active = inhibition mostly above about 37%, no sharp cut-off; inactive = mostly below about 20%;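 also: plate controls were negative control peptide for no effect and reference peptide for full effect; strong numbers were not always called active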
Rv3671c inh: inhibits the M. tuberculosis serine protease Rv3671c. P9WHR9. inhibition, % at 5.96 µM. 320,000 tested, 0.048% active. AID 2606; in the data active = inhibition above about 38%;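 also: extracellular domain of Rv3671c used as enzyme; 0% = enzyme with DMSO and 100% = no enzyme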
Target sequence (P9WHR9 whole entry, looked up, the tested form may be a part): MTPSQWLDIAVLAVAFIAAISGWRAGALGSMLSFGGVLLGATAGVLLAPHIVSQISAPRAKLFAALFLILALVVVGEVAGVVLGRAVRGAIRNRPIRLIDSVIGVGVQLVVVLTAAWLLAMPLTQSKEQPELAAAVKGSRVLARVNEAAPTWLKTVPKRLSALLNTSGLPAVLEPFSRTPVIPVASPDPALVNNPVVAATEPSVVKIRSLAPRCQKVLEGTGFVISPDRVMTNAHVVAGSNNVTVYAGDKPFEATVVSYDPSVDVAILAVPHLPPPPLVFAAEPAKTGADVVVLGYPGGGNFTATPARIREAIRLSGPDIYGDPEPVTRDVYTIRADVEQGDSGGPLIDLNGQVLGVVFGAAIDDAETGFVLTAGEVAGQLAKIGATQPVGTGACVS
Yp Topo-I inh: Y. pestis Topo-I inhibition via cleavage products; Y. pestis Topo-I cleavage product accumulation, plate reader; activity, % at 10 µM; 360,000 tested, 0.064% active; AID 504884; in the data active = activity above about 50%, passing the limit was not always enough; also: inactives centre near 2
MazEF act: activators of E. coli MazEF toxin-antitoxin RNase; FAM/BHQ RNA-DNA oligo cleavage fluorescence, 5 h; activation, % at 20 µM; 350,000 tested, 0.32% active; AID 504720; in the data active = activation above about 50%
Target sequence (P0AE70 whole entry, looked up): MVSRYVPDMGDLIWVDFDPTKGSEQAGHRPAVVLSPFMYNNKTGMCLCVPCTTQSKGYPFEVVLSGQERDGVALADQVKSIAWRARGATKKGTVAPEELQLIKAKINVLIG
TcdB GH inh: TcdB glycohydrolase inhibition | TcdB glycohydrolase enzymatic assay, plate reader | inhibition, % at 9.99 µM | 350,000 tested, 0.24% active | AID 652162; in the data active = inhibition above about 10%
VHR inh abs: DUSP3 (human) phosphatase inhibition; P51452; recombinant VHR phosphatase, pNPP absorbance; 290,000 tested, 0.52% active; inhibition, % at 13.3 µM; in the data active = inhibition above about 50%; also: some compounds called inactive have numbers as strong as hits
Target sequence (P51452 whole entry, looked up): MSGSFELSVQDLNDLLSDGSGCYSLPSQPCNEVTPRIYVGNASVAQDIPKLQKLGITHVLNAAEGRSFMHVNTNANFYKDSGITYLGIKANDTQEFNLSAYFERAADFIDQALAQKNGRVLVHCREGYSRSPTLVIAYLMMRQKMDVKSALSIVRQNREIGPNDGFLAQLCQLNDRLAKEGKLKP
3CLpro inhibitor: SARS-CoV 3CLpro protease inhibition | P0C6X7 | recombinant SARS-CoV 3CLpro, quenched FRET peptide cleavage | inhibition, % at 6 µM | 290,000 tested, 0.14% active; in the data active = inhibition above about 12%
PfHsp40 yeast: restores yeast growth despite PfHsp40 toxicity; S. cerevisiae expressing PfHsp40, growth rescue, ATP luminescence; growth rescue, % at 12.5 µM; 340,000 tested, 0.68% active; in the data active = growth rescue above about 28%, passing the limit was not always enough;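 also: yeast W303a lacking pdr1 and pdr3 grown in galactose medium; growth measured after three days at 30 °C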
* hit, by the source's call; i = inactive; / = no result given.

SMILES | BH1578 lux ind | Anthrax LF inh2 | PriA SSB inh | Rv3671c inh | Yp Topo-I inh | MazEF act | TcdB GH inh | VHR inh abs | 3CLpro inhibitor | PfHsp40 yeast
CC#CCN(Cc1ccco1)C(=O)C1CCC(=O)N(Cc2ccccc2F)C1 (stereo unspecified) | -0.2 | -2.7 | 10.4 | 0.7 | 7.5 | 1.1 | 2.1 | 10.5 | 0.7 | 0.0
CCOC(=O)C1=C(O)/C(=C/c2cc(OC)c(OC)c(OC)c2)SC1=Nc1ccc(OC)cc1 | i | -2.9 | -9.8 | 0.4 | 15.8 | -2.6 | / | 3.3 | 1.3 | 0.6
NC1=NC(=Nc2cccc(S(=O)(=O)N3CCOCC3)c2)c2ccccc21 | -0.3 | -0.1 | 0.0 | 2.6 | 0.1 | 14.7 | 0.6 | 9.0 | 6.7 | -0.5
N/C(=N\OC(=O)/C=C/c1ccccc1)c1ccncc1 | -0.6 | -4.8 | / | 0.3 | 6.5 | 2.0 | 0.5 | 3.3 | -0.9 | -0.6
OC(COC(c1ccccc1)c1ccccc1)CN1CCOCC1 (stereo unspecified) | / | -0.2 | 6.6 | -4.6 | 1.7 | 5.1 | 0.4 | 10.6 | 1.3 | 1.0
CCOC(=O)c1ccc(COC(=O)c2ccc(-c3nnc(-c4ccccc4)o3)cc2)o1 | i | 0.5 | 2.0 | 4.4 | -5.3 | -6.9 | / | / | -2.8 | -0.5
CC(C)C(=O)Nc1c2c(nc3ccccc13)N(C)CC2 | -0.3 | 8.8 | -13.0 | 2.2 | 5.0 | 6.7 | / | 23.5 | -2.4 | 0.2
CCC(C)Sc1cccc(-c2nc3ccc(Cl)cn3c2NCc2ccccc2)c1 (stereo unspecified) | i | -12.1 | -11.3 | -3.3 | 23.9 | -20.0 | / | / | / | 0.2
O=C(Nc1cnn(Cc2ccc(F)cc2)c1)c1cc2nc(-c3ccco3)cc(C(F)(F)F)n2n1 | i | -3.3 | -2.1 | 2.7 | -3.1 | 8.5 | / | 16.1 | 4.7 | -1.5
C=CCn1c(COc2cccc3cccnc23)nnc1SCC(=O)OC | i | -7.6 | -0.5 | -1.8 | 0.5 | 8.1 | / | 9.9 | -4.9 | 0.4
O=C(Cn1c(CC(=O)N2CCOCC2)nc2ccccc21)Nc1ccc2c(c1)OC(F)(F)O2 | -0.2 | -2.0 | -4.2 | -2.4 | 5.8 | 2.1 | 0.2 | 3.6 | 7.5 | -0.7
N#Cc1c(NCc2ccccc2)ccnc1NCc1cccnc1 | i | -3.0 | -9.3 | 7.3 | 0.5 | -3.0 | / | 34.3 | 7.0 | -0.6
O=[N+]([O-])c1ccc(Cl)c(/C=N/N2CCN(Cc3ccccc3)CC2)c1 | i | -8.6 | / | 0.4 | 1.5 | 8.0 | / | 27.3 | -2.0 | 0.0
CCN1CCN(S(=O)(=O)c2ccc(Cl)c(C(=O)NCc3ccco3)c2)CC1 | -0.5 | / | -4.5 | 6.4 | -1.7 | 2.8 | 1.7 | / | / | 0.1
COc1ccc(CCNS(=O)(=O)c2cnc(Cl)c(Br)c2)cc1OC | -0.5 | -5.8 | -9.4 | 3.2 | 4.4 | 6.3 | 0.8 | 8.7 | -2.0 | 0.1
O=C(O)c1ccc(/C=C2\SC(=S)N(NC(=O)c3ccccc3[N+](=O)[O-])C2=O)cc1 | -0.2 | 3.2 | -8.5 | / | -0.6 | 4.6 | -1.5 | -5.7 | 3.0 | -0.4
CCCCOC(=O)c1ccc(NC(=O)C(=O)NCc2ccco2)cc1 | -0.5 | -6.2 | -9.7 | 1.6 | -1.9 | -6.0 | 1.3 | 20.1 | -3.4 | -0.5
CN(/C=C1/C(=O)CNC1=O)CCO | -0.2 | -6.6 | -12.7 | 12.0 | 7.5 | 11.0 | 1.6 | -10.8 | -0.3 | 0.8
Cc1cc(N2CCCCC2)nc(-c2ccc(Br)cc2)n1 | i | -0.8 | -12.9 | -0.9 | -2.6 | -9.6 | 0.7 | 4.7 | 2.8 | -0.7
CCCP(=O)(CC(=O)O)c1ccccc1 (stereo unspecified) | -3.4 | 0.8 | 1.5 | 1.3 | -6.5 | 3.5 | / | -5.4 | -1.9 | -0.1
O=S1(=O)C=CC(Nc2ccccc2)C1 (stereo unspecified) | i | -1.8 | -18.8 | 0.3 | 4.8 | 2.1 | / | 27.3 | -3.1 | 0.7
Oc1cccc(/C=N/n2c(C3CCCCC3)n[nH]c2=S)c1 | i | -10.4 | / | -10.5 | -2.3 | 13.3 | 3.4 | 9.5 | 2.7 | 0.5
CCOC(=O)CSc1n[nH]c(-c2cccnc2)n1 | 0.3 | 5.9 | -5.6 | 5.8 | 7.5 | -1.6 | / | -2.4 | 2.3 | -1.6
O=C(O)c1ccc(CNC(=O)c2ccc(C(F)(F)F)cc2)cc1 | -0.6 | -4.5 | -14.6 | 2.9 | 3.5 | 7.8 | 0.5 | 11.9 | 0.5 | -0.2
Cc1onc(-c2ccccc2Cl)c1C(=O)OCC(=O)c1c(N)n(C)c(=O)n(C)c1=O | -0.3 | 6.8 | -7.9 | 3.6 | -5.6 | 12.9 | 1.2 | 12.9 | 6.2 | -0.6
Cc1cc(C(=O)N2CCCC(N3CCN(Cc4ccc5c(c4)OCO5)CC3)C2)n[nH]1 (stereo unspecified) | -0.2 | 0.1 | -1.9 | -3.5 | 3.8 | 11.2 | -0.8 | -9.1 | -4.4 | -2.1
COc1cc(/C=C2\C(=N)N3N=C(S(C)(=O)=O)SC3=NC2=O)ccc1OCCOc1ccc(C)cc1 | i | 5.6 | -0.1 | -26.2 | 4.2 | -35.5 | 1.0 | 26.8 | -0.7 | -0.3
Cc1ccccc1-c1nnn(CC(=O)Nc2ccc3c(c2)OCO3)n1 | 0.4 | -4.6 | -19.6 | 2.2 | 1.2 | 9.2 | 0.7 | 19.1 | -4.0 | 0.1
O=C(C1CC1)N1CCc2cc(Br)cc(S(=O)(=O)NCc3ccco3)c21 | 2.9 | -0.9 | -5.7 | 12.6 | 7.5 | 2.1 | / | -7.0 | 2.8 | 0.1
CC1CCN(C(=O)c2ccc(N3C(=O)C4CCC(C)CC4C3=O)cc2)CC1 (stereo unspecified) | -0.7 | -3.5 | -1.1 | -1.6 | 6.3 | 5.8 | 0.2 | -0.7 | 3.6 | 0.6
Cc1cc(C(=O)OCC(=O)N2CC(C)OC(C)C2)c(C)n1-c1ccccc1 (stereo unspecified) | 0.9 | -12.9 | 18.6 | 2.9 | 14.3 | 3.9 | 1.2 | / | / | -1.3
CC1CCCN(C(=O)CNC(=O)Cn2ccc3ccccc3c2=O)C1 (stereo unspecified) | -0.3 | -3.6 | -6.6 | 2.5 | 0.0 | 2.8 | -1.3 | 8.7 | -1.5 | 0.7
Cc1nnc(N/N=C/c2cccs2)[nH]c1=O | i | -7.7 | / | 8.7 | 6.4 | 3.7 | 1.1 | 5.4 | 1.8 | -0.8
CN(Cc1ccc(Cl)cc1)C(=O)CCl | -1.7 | 1.8 | 2.6 | -8.0 | -2.2 | 12.2 | -0.2 | 20.1 | -4.6 | -1.2
O=C(CCc1nc2ccccc2c(=O)[nH]1)OCc1ccc(Cl)cc1Cl | -0.6 | 2.5 | -7.7 | 1.4 | 32.0 | 2.2 | / | -3.9 | -0.5 | -1.1
Cc1ccc(OCC(=O)Nc2nnc(-c3ccco3)s2)cc1 | -0.4 | -3.5 | -13.9 | 1.7 | 9.2 | -0.8 | 0.3 | -15.0 | -3.1 | 2.9
CCOCCCNC(=O)c1cc2sc(Cl)cc2n1CC | -0.2 | -9.6 | -1.1 | 5.8 | 11.7 | -8.9 | 3.8 | 13.5 | -2.2 | -0.1
Cc1ccc(CN2CCN(C(=O)c3cccc4ccccc34)CC2)cc1 | 0.7 | -9.4 | 4.8 | / | 27.5 | -2.8 | 0.9 | 7.4 | -2.2 | -0.7
CCNC(=O)CSc1nc2ccccc2c(=O)n1-c1cc(OC)ccc1OC | -2.2 | 0.4 | 1.1 | -4.5 | -4.0 | 6.5 | / | 19.2 | 2.8 | 0.3
COc1ccc(C(CCNCc2ccc(OC)c(OC)c2)c2ccc(F)cc2)cc1 (stereo unspecified) | -0.5 | 2.2 | -2.6 | -6.5 | 3.5 | 9.5 | 0.2 | -2.5 | 3.5 | -0.5
Cc1ccc(-c2nnc(N3CCN(C(=O)CN4CCOCC4)CC3)c3ccccc23)cc1 | -0.7 | -0.9 | -8.4 | -5.5 | 23.5 | 8.8 | / | 1.2 | 0.5 | -0.8
Cc1ccc(S(=O)(=O)N2CCN(C(=O)CN3CCOCC3)C2)cc1 | i | -1.9 | -3.2 | 4.0 | -5.2 | 1.7 | / | -2.8 | 2.2 | -1.3
CC(NC(=O)COc1ccc(-c2ccccc2)cc1)C1CCCO1 (stereo unspecified) | i | 1.6 | -14.7 | -4.7 | -8.2 | -1.1 | 1.3 | 6.2 | 10.6 | -0.7
NC(=O)COn1c(SCC(N)=O)nc2ccccc2c1=O | -0.6 | -6.9 | -5.8 | 9.6 | -1.5 | -2.7 | -0.6 | -3.6 | 5.4 | 0.3
Cc1ccccc1S(=O)(=O)Cc1ccc(C(=O)N2CCN(c3ncccn3)CC2)o1 | -0.1 | -3.4 | 1.8 | 4.0 | 10.9 | -1.8 | / | -7.5 | -0.3 | -0.4
C/C(CC(=O)Nc1ccc([N+](=O)[O-])cc1)=N\NC(=O)c1ccccc1O | -0.6 | 3.9 | / | -0.9 | -0.6 | 5.7 | 1.1 | 8.1 | -2.3 | -1.4
COc1ccc(C2CN(C)CC2C(=O)c2ccc(C)cc2)cc1Cl (stereo unspecified) | -0.4 | -5.0 | 10.3 | -1.6 | 2.8 | -3.9 | 1.0 | 20.2 | -1.4 | -0.5
O=C(O)Cn1cc(/C=N/Nc2ccc([N+](=O)[O-])cn2)c2ccccc21 | -0.6 | 13.4 | / | / | -5.5 | 6.4 | 0.6 | 9.5 | 4.5 | -0.2
O=C1c2ccccc2-c2nnc(-c3ccc(O)cc3)cc21 | i | 0.5 | -1.8 | -24.4 | -7.4 | 4.3 | 0.9 | 17.6 | -6.7 | 0.4
CCc1ccc(-c2cc(C)no2)cc1S(=O)(=O)N1CCN(C(=O)c2ccco2)CC1 | -0.3 | 0.3 | -2.0 | -8.3 | 37.2 | 3.3 | 0.5 | 10.4 | 0.1 | -0.6
COc1ccc2nc(NC(=O)c3ccco3)sc2c1 | -10.0 | -6.3 | 5.0 | -13.9 | 2.7 | 9.0 | 2.1 | 1.6 | -5.4 | -0.1
O=c1[nH]c(CN2CCN(S(=O)(=O)/C=C/c3ccccc3)CC2)nc2ccccc12 | -0.5 | -5.6 | -4.3 | -0.2 | -3.8 | 6.7 | 0.0 | 40.9 | 3.6 | 0.6
COc1cccc(N(CC(=O)N2CCN(C)CC2)S(=O)(=O)c2ccccc2)c1 | -1.7 | -4.3 | -15.0 | 1.6 | 4.8 | 5.5 | 0.4 | 15.4 | -2.7 | 0.9
CCn1c(SCC(=O)N2CCCc3ccccc32)nnc1-c1ccoc1C | -0.4 | 9.3 | 3.4 | 0.9 | 8.2 | -7.5 | / | 13.2 | -3.5 | 0.5

Screens: PubChem BioAssay, several laboratories

A portion of the library; the hit share may differ from the screen's.
